CAL PDZ FP-1 = CAL PDZ (human) peptide binding inhibition | AID 602252 | purified CAL PDZ, TMR-peptide fluorescence polarization, 1 h | 0.92% of 300,000 active | inhibition, % at 24.9 µM;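 active means mean inhibition of at least 30% with at least half of replicates also reaching 30%; inconclusive means no clear call, values can overlap the other calls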;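 further: 0% = DMSO neutral control and 100% = excess unlabeled competitor peptide PRC23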
SR-BI HDL uptake = blocks mouse SR-BI lipid uptake from DiI-HDL | Q61009 | ldlA[mSR-BI] CHO cells, DiI-HDL uptake fluorescence, 3 h | 0.96% of 320,000 active | AID 488896 | inhibition, % at 12.5 µM;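 active means mean replicate inhibition of at least 70% and a set share of replicates each scoring 70 or more; inconclusive means meets just one of the two criteria; inactive means fails both criteria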;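 further: 0% = median of neutral control wells and 100% = median of positive control wells; values of inactives mirror those of a sister screen read the other way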
CAL PDZ FP-2 = blocks peptide binding to human CAL PDZ domain; Q9HD26; purified CAL PDZ, TMR-peptide fluorescence polarization, 1 h; inhibition, % at 20 µM; 0.02% of 330,000 active; AID 504414;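 active means highest replicate inhibition of at least 40%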;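 further: plate controls were DMSO neutral control wells for no effect and unlabeled competitor peptide control wells for full effect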
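Assay system – tagged CAL PDZ protein CerCALP, purified · Timing – 1 h at RT · Compound – single point, 20 µM · Measured by – fluorescence polarization from S- and P-plane intensities, G-factor corrected · Evaluation – inhibition from polarization loss · Probe or stimulus – TMR reporter peptide T*-PRC34 · Buffer or medium – pH 7.4 phosphate-saline buffer, reducing agent, detergent, IgG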
PfHsp90 yeast 2 = inhibits growth of yeast expressing Plasmodium falciparum Hsp90. S. cerevisiae expressing PfHsp90, BacTiter-Glo ATP, 48 h; yeast lacking PDR1 and PDR3 efflux regulators. inhibition, % at 9.4 µM. 0.32% of 310,000 active. AID 504621;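 active means every replicate shows inhibition above about 80%, whatever the replicate mean, limit read from the data; inconclusive means mean inhibition reaches the set limit but some replicate falls short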;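 further: 0% = DMSO neutral controls and 100% = 20 µM radicicol positive controls; yeast relying on Plasmodium falciparum Hsp90 in place of its own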
MITF act = increases MITF-driven TRPM1 promoter luciferase signal; 0.75% of 300,000 active; activation, % at 12.5 µM; SK-MEL-5 TRPM1-promoter luciferase, 24 h; % of positive control, neutral wells = 0;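 active means mean activation of at least 80% with every replicate also reaching 80%; inconclusive means mean reaches 80% but some replicate falls short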;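 further: 0% = neutral control wells and 100% = parthenolide positive control wells; values of inactives mirror those of a sister screen read the other way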
dFosB activator = enhances mouse delta FosB homodimer DNA binding; activation, % at 25 µM; 0.99% of 340,000 active; P13346; purified delta FosB, TAMRA-CDK5 oligo fluorescence polarization; percent of positive-control signal above neutral wells;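 active means mean activation above about 17%, with every replicate also reaching it, limit read from the data, passing the limit was not always enough; inconclusive means only one of the two conditions met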;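 further: fluorescence polarization rise as delta FosB binds a TAMRA Cdk5 AP-1 oligo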
Target sequence (P13346 whole entry, looked up): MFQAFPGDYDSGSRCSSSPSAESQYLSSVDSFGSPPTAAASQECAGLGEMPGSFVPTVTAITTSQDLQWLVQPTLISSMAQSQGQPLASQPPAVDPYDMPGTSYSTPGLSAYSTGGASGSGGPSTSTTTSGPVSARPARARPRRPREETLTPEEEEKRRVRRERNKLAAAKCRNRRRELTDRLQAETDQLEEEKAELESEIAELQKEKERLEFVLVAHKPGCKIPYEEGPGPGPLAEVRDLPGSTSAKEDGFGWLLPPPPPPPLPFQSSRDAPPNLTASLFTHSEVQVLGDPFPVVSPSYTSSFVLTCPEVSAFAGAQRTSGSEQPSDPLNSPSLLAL
NSD2 HMT inh = inhibitors of human histone methyltransferase NSD2; inhibition, % at 12.5 µM; 0.54% of 310,000 active; AID 743445; NSD2 peptide methylation, AlphaScreen, 120 min; in the data active means inhibition above about 50%
Rtt109 HAT inh = C. albicans Rtt109 histone acetyltransferase inhibition | inhibition, % at 34.9 µM | 0.16% of 330,000 active | purified Rtt109/Vps75, ThioGlo CoA-SH fluorescence, 4 h | Q5AAJ8 | AID 540336;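 active means inhibition of at least 50% in every replicate; inconclusive means best replicate reaches 50% inhibition but some replicates fall short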
Target sequence (Q5AAJ8 whole entry, looked up): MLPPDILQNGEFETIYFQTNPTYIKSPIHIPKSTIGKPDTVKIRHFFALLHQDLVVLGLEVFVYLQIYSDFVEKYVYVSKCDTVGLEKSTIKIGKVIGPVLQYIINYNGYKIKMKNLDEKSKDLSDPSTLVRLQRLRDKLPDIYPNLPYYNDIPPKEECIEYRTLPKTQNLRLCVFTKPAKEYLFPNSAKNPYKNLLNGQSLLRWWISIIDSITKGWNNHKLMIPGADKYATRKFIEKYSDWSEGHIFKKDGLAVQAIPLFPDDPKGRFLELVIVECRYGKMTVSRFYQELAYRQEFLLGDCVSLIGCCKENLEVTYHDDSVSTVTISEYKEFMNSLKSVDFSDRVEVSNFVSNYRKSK
SR-BI DiI-HDL act = activators of SR-BI mediated HDL lipid uptake; CHO ldlA[mSR-BI] cells, DiI-HDL uptake fluorescence, 3 h; 100 = double the neutral-control signal; activation, % at 12.5 µM; 0.096% of 320,000 active; AID 504775;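 active means mean replicate activation of at least 60% and every replicate at or above 60%; inconclusive means mean or all-replicate condition met, but not both; inactive means mean below 60% and not all replicates reaching 60%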;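 further: 0% = median plate neutral-control signal and 100% = twice that signal; values of inactives mirror those of a sister screen read the other way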
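Material – SR-BI-overexpressing, LDLR-lacking CHO cells · Medium – BSA-supplemented, HEPES-buffered Ham's F12, pH 7.4 · Doses – single concentration · Times – compound with DiI-HDL co-incubation, 3 h at 37 °C · Measured by – bottom-read fluorescence, 550/595 nm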
PvdQ acylase = blocks Pseudomonas aeruginosa PvdQ acylase activity; AID 488965; purified PvdQ acylase, fluorescence plate reader; inhibition, % at 10 µM; 0.063% of 340,000 active; in the data active means inhibition above about 30%, passing the limit was not always enough; inconclusive means no clear call, values can overlap the other calls;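 further: 0% = vehicle neutral wells and 100% = reference inhibitor wells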
Numbers without * were called inactive; ? = inconclusive; / = not tested or not shown.

The line under a structure holds: CAL PDZ FP-1 | SR-BI HDL uptake | CAL PDZ FP-2 | PfHsp90 yeast 2 | MITF act | dFosB activator | NSD2 HMT inh | Rtt109 HAT inh | SR-BI DiI-HDL act | PvdQ acylase
> COc1cc(C(=O)Nn2cnnc2)ccc1OC(F)F
  -2 | -16 | 0.4 | -14 | / | 2 | -1 | 2 | 16 | 3
> Cc1ccc(S(=O)(=O)Nc2ccc(S(=O)(=O)Nc3cc(C)nc(C)n3)cc2)cc1
  / | 0 | 0.6 | -20 | -5 | -2 | -4 | -10 | 21 | -18
> CN1CCN(c2ccc(NC(=O)c3cc(S(N)(=O)=O)ccc3N3CCOCC3)cc2)CC1
  0 | -19 | 0.2 | 22 | -6 | 1 | 13 | 0 | 19 | 20
> O=C(CCc1nnc2n(Cc3ccc(Cl)cc3)c(=O)c3ccccc3n12)NCCN1CCCC1
  4 | -7 | -4.1 | 13 | 17 | 3 | 3 | 9 | 7 | -9
> Cc1cc(C)cc(N(CCC#N)C(=O)COC(=O)CNC(=O)c2sc3ccccc3c2Cl)c1
  2 | 2 | -3.6 | / | -1 | -11 | 2 | 7 | -2 | -3
> C=Cn1cc[n+](CC(=O)c2ccc(C)cc2)c1
  0 | -10 | 0.2 | 12 | -3 | 2 | -2 | / | 10 | 1
> CNC(=S)N1C2CCCC1CC(NC(=O)c1ccc(C)cc1)C2 (stereo unspecified)
  -6 | -4 | -1.0 | 5 | / | 0 | 4 | 6 | 4 | -4
> Cc1ccc(C(=O)NCC(=O)N2CCCCCCC2)cc1
  -5 | -12 | 1.1 | 3 | 24 | 10 | 1 | 11 | 12 | 3
> CC1=C(Sc2nc3ccccc3[nH]2)C(=O)NC(C)(C)C1
  -3 | -6 | -0.6 | 18 | 4 | -1 | -1 | 12 | 6 | -9
> Nc1nnc(SCC(=O)Nc2nnc(-c3ccccc3)o2)s1
  0 | -15 | 0.3 | 14 | 2 | 2 | 4 | -3 | 15 | -6
> N#C/C(=C\c1ccc(N2CCOCC2)o1)C(=O)NC1CCCCC1
  -5 | 21 | 1.0 | -2 | / | -10 | 1 | 4 | -21 | 5
> C=CCNC(=S)N/N=C/c1cn(-c2ccccc2)nc1-c1ccc(OC)cc1
  0 | 42 | 0.8 | -30 | 5 | -4 | -3 | 3 | -42 | 5
> CCOC(=O)c1c(NC(=O)CSc2ncn[nH]2)sc(C)c1C
  -3 | -40 | / | / | / | -8 | -2 | 0 | 40 | -19
> COc1ccc(OC)c(-c2csc(NC(=O)Cc3ccccc3OC)n2)c1
  -1 | 38 | -2.7 | -13 | 18 | -4 | 0 | 26 | -38 | 10
> COc1ccc([C@H]2CC(=O)C=C(/C=C/Cc3ccccc3)C2)cc1
  -2 | 3 | -1.4 | -18 | 11 | -8 | / | -8 | -3 | 10
> CCN(Cc1ccccc1)C(=O)Cc1ccc(OC)c(S(=O)(=O)N2CCOCC2)c1
  -4 | 24 | -2.5 | / | -9 | 5 | -5 | -4 | -24 | -3
> O=C(Nc1cccc(Br)c1)/C(=C\c1cccnc1)NC(=O)c1ccco1
  -2 | -14 | / | / | / | -3 | -5 | 4 | 14 | 9
> CNC(=O)Nc1ccc2nc(C)oc2c1
  / | -32 | 0.0 | 11 | -11 | -1 | -4 | 2 | 32 | -2
> O=c1c2c(n3nnnc3n1-c1ccccc1)-c1ccccc1CC21CCCC1
  -5 | -2 | 0.2 | 9 | / | -5 | -1 | -14 | 2 | -22
> CC1CN(C(=O)c2ccc(Oc3ccccc3)cc2)CC(C)O1 (stereo unspecified)
  5 | 18 | -2.9 | / | 0 | -4 | 1 | -23 | -18 | -19
> O=c1c2c(ncn2C2CCCC2)n(Cc2ccccc2)c(=O)n1CCOc1ccccc1
  -3 | -11 | -0.6 | 19 | 4 | -6 | -3 | 6 | 11 | -13
> COc1ccc(C2N=C(c3ccccc3)C(C)(C)N2O)cc1OC (stereo unspecified)
  -5 | 10 | / | 10 | 12 | -4 | 2 | 5 | -10 | 0
> CCOC(=O)CN1C(=O)C(=O)N(Cc2c(F)cccc2Cl)C1=O
  0 | -22 | -3.1 | -8 | 0 | 1 | 0 | -1 | 22 | -9
> O=C(O)COc1ccccc1/C=N/NC(=O)c1cc(-c2ccc(F)cc2)nc2ccccc12
  -2 | 22 | -1.1 | 9 | -14 | -8 | / | 14 | -22 | 18
> COc1ccc(N2CCN(C(=O)c3cccc(Cn4cc(Cl)cn4)c3)CC2)cc1
  -1 | 11 | -1.0 | 2 | -10 | -8 | -4 | 23 | -11 | 6
> Cc1cc(NC(=O)C2CCCN(S(=O)(=O)c3cnc[nH]3)C2)ccc1Br (stereo unspecified)
  / | 29 | -1.5 | 4 | -9 | -2 | / | 2 | -29 | -27
> Cc1csc2nc(CNS(=O)(=O)c3ccc(-c4ccccc4)cc3)cn12
  -1 | -25 | -1.2 | 8 | / | -5 | / | 1 | 25 | -14
> O=C(Nc1cccc2[nH]ncc12)c1ccc(F)cc1
  -4 | -7 | -0.6 | -4 | 96* | 5 | 0 | 4 | 7 | -7
> O=C(NCCCN1CCOCC1)c1ccc2c(c1)N(Cc1c(F)cccc1Cl)C(=O)c1ccccc1S2
  / | -23 | -2.2 | 17 | -26 | -18 | 1 | 13 | 23 | -6
> COCCNCc1cc(C)n(-c2cc(S(=O)(=O)N3CCOCC3)ccc2N2CCCC2)c1C
  / | -6 | -1.2 | 3 | 2 | -10 | 8 | 4 | 6 | -8

Copied from the list:
Under dFosB activator, `O=C(NCCCN1CCOCC1)c1ccc2c(c1)N(Cc1c(F)cccc1Cl)C(=O)c1ccccc1S2` is entered as -18
Under SR-BI HDL uptake, `O=C(Nc1cccc(Br)c1)/C(=C\c1cccnc1)NC(=O)c1ccco1` is entered as -14

A different layout for some results above:
CAL PDZ FP-1,SR-BI HDL uptake,CAL PDZ FP-2,PfHsp90 yeast 2,MITF act,dFosB activator,NSD2 HMT inh,Rtt109 HAT inh,SR-BI DiI-HDL act,PvdQ acylase,compound
-4,24,-2.5,/,-9,5,-5,-4,-24,-3,CCN(Cc1ccccc1)C(=O)Cc1ccc(OC)c(S(=O)(=O)N2CCOCC2)c1
/,-6,-1.2,3,2,-10,8,4,6,-8,COCCNCc1cc(C)n(-c2cc(S(=O)(=O)N3CCOCC3)ccc2N2CCCC2)c1C
5,18,-2.9,/,0,-4,1,-23,-18,-19,CC1CN(C(=O)c2ccc(Oc3ccccc3)cc2)CC(C)O1 (stereo unspecified)
-1,11,-1.0,2,-10,-8,-4,23,-11,6,COc1ccc(N2CCN(C(=O)c3cccc(Cn4cc(Cl)cn4)c3)CC2)cc1
-5,-2,0.2,9,/,-5,-1,-14,2,-22,O=c1c2c(n3nnnc3n1-c1ccccc1)-c1ccccc1CC21CCCC1

Further results
smiles	CAL PDZ FP-1	SR-BI HDL uptake	CAL PDZ FP-2	PfHsp90 yeast 2	MITF act	dFosB activator	NSD2 HMT inh	Rtt109 HAT inh	SR-BI DiI-HDL act	PvdQ acylase
C=CCN(c1ccccc1C(=O)O)S(=O)(=O)c1ccc(NC(=O)OC)cc1	-2	/	-1.6	-20	4	1	-6	2	/	0
C/C(=N\Nc1ncc(Cl)cc1Cl)c1ccc2c(c1)OCO2	-6	-6	-0.9	23	54	-1	-3	8	6	-12
CC1CCc2nn(CC(=O)NC3CCCC(C)C3C)cc2C1 (stereo unspecified)	3	-3	0.3	-1	-13	4	/	-8	3	2
CCOC(=O)N1CCN(C(=O)c2nn(C)c3c2CSc2ccccc2-3)CC1	/	-60	0.0	2	-1	-6	/	1	?	0
Nc1cccn2c(-c3ccc(Cl)c(Cl)c3)cnc12	-2	44	0.3	4	23	-9	7	-1	-44	-1
CC(C)OCCCn1c(SC(C)C(=O)NCC2CCCO2)nc2cc(Cl)ccc2c1=O (stereo unspecified)	/	11	-0.7	-16	7	-17	-3	7	-11	-9
CC(C)C12CN3CC(C(C)C)(CN(C1)C31C(=O)Nc3ccccc31)C2=O (stereo unspecified)	12	9	-1.0	-16	11	-7	-5	1	-1	-18
CCCCCOc1ccc(CSC2=NCCN2)cc1[N+](=O)[O-]	-2	39	-2.6	6	24	-7	-13	9	-39	-25
COc1ccccc1N1CCN(C(=O)c2ccc(-c3ccccc3)cc2)CC1	-5	13	0.2	-12	14	-16	1	5	-13	-4
Cc1ccc(C(=O)OCC(=O)Nc2ccccc2N2CCOCC2)cc1	-2	-1	1.1	16	12	2	-2	11	1	-4
COc1ccc(/C=C(\NC(=O)c2ccc(OC)cc2)C(=O)Nc2ccccc2C(=O)O)cc1	13	-20	0.3	2	3	-7	-2	0	20	-7
Cc1ccc(-c2nc3c(c(=O)[nH]c(=O)n3Cc3ccccc3)n2C)o1	31*	-6	-1.9	-32	2	6	1	4	6	-8
CCOC(=O)CSc1cc(C(F)(F)F)nc(-c2ccccn2)n1	-2	-33	-1.6	-30	/	-2	-3	-4	33	3
CCOc1ccccc1C(=O)NCC(=O)N1CCC(C)CC1	/	12	0.8	-2	21	0	-1	2	-12	1
COc1cccc(NC(=S)Nc2ccc(F)cc2)c1	4	/	-0.4	-2	-1	-5	-2	2	/	-8
CN(Cc1cnn(C)c1)C(=O)C1CCC(=O)N(Cc2ccc(Cl)cc2)C1 (stereo unspecified)	-1	-18	-2.6	7	-1	-9	8	-8	18	-9
CCN(CC)CCN(C(=O)/C=C/c1cccs1)c1nc2ccc(F)cc2s1	-2	32	-3.8	-4	0	-7	-9	-12	-32	-7
CCn1cc(C(=O)N2CCn3c(nc4ccccc43)C2)c(=O)c2ccc(C)nc21	/	/	0.0	2	-9	-1	/	1	/	-12
COCCn1c(SCC(=O)N2CC(=O)Nc3ccccc32)nc2ccccc21	-1	-2	-2.5	-37	-1	10	-2	-4	2	-8
O=C(c1ccccc1)C1C(c2ccccc2)C1[N+](=O)[O-] (stereo unspecified)	-5	-3	2.2	-47	18	5	-2	0	3	-8
CCC(=O)N1CN(S(=O)(=O)c2ccc(C)cc2)CC1C (stereo unspecified)	42*	0	-0.5	2	2	-5	-1	-8	0	-12
CC1CN(C(=O)CSc2ncnc3sccc23)CC(C)O1 (stereo unspecified)	-3	24	/	/	/	-11	-5	-1	-24	-6

High-throughput results as filed in PubChem.

Outcome played no part in choosing rows, and some 4.3% of all compounds hit somewhere here.
